# M1 antag – human CHRM1 antagonism. P11229. CHO-K1 hM1, Fluo-8 calcium fluorescence, ACh EC80 antagonist. inhibition, % at 3 µM. hit rate 1.3% among 360,000;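 active means percent inhibition above its own plate's cutoff, namely the mean of that plate's compound wells plus 3 SD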;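 further: peak over basal fluorescence ratio during 140 s after agonist addition; 0% = ACh EC80 plus DMSO and 100% = DMSO alone without agonist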
# OXTR ag – human OXTR agonism; P30559; CHO-OTR cells, Fluo-8 calcium fluorescence; normalized: DMSO 0%, oxytocin 100%; activation, % at 3 µM; hit rate 0.32% among 320,000;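 active means activation above the mean of all tested compounds plus 3 SD, cutoff set per screening run, cut at about 20% in these data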;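 further: peak over basal fluorescence ratio from a 100 s FLIPR kinetic read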
# TAAR1 ag – human TAAR1 agonism; Q96RJ0; CHO RD-HGA16 TAAR1, Fluo-8 calcium fluorescence; vehicle wells 0%, saturating PEA agonist 100%; activation, % at 3 µM; hit rate 0.99% among 360,000; AID 624467;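 active means activation above the mean activation of all test compounds in the run plus 3 SD, cut at about 38% in these data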
# Target sequence (Q96RJ0 whole entry, looked up): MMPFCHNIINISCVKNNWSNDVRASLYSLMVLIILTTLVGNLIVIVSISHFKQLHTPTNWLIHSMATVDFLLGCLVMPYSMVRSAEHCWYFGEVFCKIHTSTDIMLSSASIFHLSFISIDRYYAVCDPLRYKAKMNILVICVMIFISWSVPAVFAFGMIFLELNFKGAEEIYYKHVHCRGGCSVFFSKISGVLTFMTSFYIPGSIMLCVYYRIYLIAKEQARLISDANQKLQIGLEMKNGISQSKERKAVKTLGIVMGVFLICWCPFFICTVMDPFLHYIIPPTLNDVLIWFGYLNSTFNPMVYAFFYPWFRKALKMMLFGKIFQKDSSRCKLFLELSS
#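 System: CHO-derived RD-HGA16 cells with stable Gα16 and human TAAR1 / Times: 17-24 h plating, Fluo-8 75 min 37 °C, 30 min RT / Technique: calcium-sensitive Fluo-8 signal, excitation 470-495, emission 515-575 nm / Measure: % activation relative to PEA EC100 response / Benchmarks: DMSO and PEA EC100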
# CHRM1 PAM – positive allosteric modulators of human M1 muscarinic receptor; CHO-K1 hM1, Fluo-8 calcium fluorescence, ACh EC20; 0% = ACh EC20, 100% = maximal ACh; hit rate 0.088% among 360,000; P11229; activation, % at 3 µM; AID 588819; in the data active means activation above about 19%, passing the limit was not always enough
# OXTR potentiator – potentiates the human oxytocin receptor response; hit rate 0.061% among 320,000; activation, % at 3 µM; P30559; AID 2445; CHO-OTR cells, Fluo-8 calcium fluorescence, potentiator mode; 0% = oxytocin EC15, 100% = EC100;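 active means activation above that plate's cutoff, the mean activation of tested compounds plus 3 SD, cut at about 6.6% in these data, passing the limit was not always enough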;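 further: 100% uses oxytocin at 75 nM as the full agonist control; some results filed as inactive read as strong as hits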
#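 System: human OTR in CHO cells; Also added: sub-maximal oxytocin, roughly EC15; Timing: compound 6 min at room temperature before oxytocin, 100 s read; Technique: Fluo-8 intracellular calcium fluorescence, ex 470-495, em 515-575 nm; Controls: oxytocin EC15 low and EC100 high; Replication: singlicate.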
# V1R ag counter – counter-screen for oxytocin receptor agonists: human V1a receptor agonists | activation, % at 3 µM | hit rate 0.25% among 320,000 | CHO-V1R cells, Fluo-8 calcium fluorescence, agonist mode; 0% DMSO, 100% 3 nM vasopressin | P37288;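 active means activation above the mean activation of all tested compounds plus 3 SD, per screening run, cut at about 20% in these data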;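 further: signal is peak over basal fluorescence ratio across a 100 second FLIPR read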
# Target sequence (P37288 whole entry, looked up): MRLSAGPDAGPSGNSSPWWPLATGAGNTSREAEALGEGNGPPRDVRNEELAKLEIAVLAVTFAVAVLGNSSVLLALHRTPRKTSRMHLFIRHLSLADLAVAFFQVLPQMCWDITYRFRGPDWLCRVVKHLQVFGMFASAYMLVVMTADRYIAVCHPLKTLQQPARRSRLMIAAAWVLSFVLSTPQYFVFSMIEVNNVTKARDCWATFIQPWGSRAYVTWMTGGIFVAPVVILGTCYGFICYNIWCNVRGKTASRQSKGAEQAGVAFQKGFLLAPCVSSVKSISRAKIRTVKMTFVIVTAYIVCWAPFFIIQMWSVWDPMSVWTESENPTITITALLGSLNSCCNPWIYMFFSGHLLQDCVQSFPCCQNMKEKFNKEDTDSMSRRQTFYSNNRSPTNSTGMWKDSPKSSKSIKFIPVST
# M1 ag – agonists of human M1 muscarinic receptor | P11229 | CHO-K1 hM1, Fluo-8 calcium fluorescence, agonist mode; 0% DMSO, 100% acetylcholine EC100 | activation, % at 3 µM | hit rate 0.33% among 360,000;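 active means activation above the run's mean compound activation plus 3 SD, cut at about 16% in these data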;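 further: peak over basal fluorescence ratio within a 140 s kinetic read after compound addition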
# TAAR1 antagonist – antagonists of human TAAR1. Q96RJ0. CHO RD-HGA16 TAAR1, Fluo-8 calcium fluorescence, antagonist. inhibition, % at 3 µM. hit rate 1.5% among 360,000. AID 624466;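 active means inhibition above a per-plate cutoff, the mean inhibition of test compounds on that plate plus 3 SD, cut at about 49% in these data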;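 further: 0% = DMSO plus EC80 beta-PEA response and 100% = DMSO alone without agonist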
#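 Test system – hTAAR1-expressing CHO RD-HGA16 cells, Gα16-coupled · Reagent – β-PEA at EC80 concentration, post-compound challenge · Compound dosing – 3 µM, single point · Timing – 140 s kinetic read after compound, 140 s after agonist · Detection – Fluo-8 intracellular calcium dye fluorescence, real-time kinetic reads · Control set – DMSO and EC80 PEA controls · Repeats – n of 1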
# CHO parental Ca – signal in parental CHO cells, OX1R antagonist counter-screen. inhibition, % at 5.6 µM. parental CHO-K1, ATP-induced calcium, Fluo-8 fluorescence. hit rate 0.63% among 330,000;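 active means inhibition above that plate's mean sample inhibition plus 3 SD, cut at about 26% in these data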;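 further: 0% = ATP-challenged DMSO wells and 100% = DMSO wells without ATP; some compounds past the cut are filed as inactive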
#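 Test system: parental CHO cells; detection: calcium-sensitive Fluo-8 fluorescence; evaluation: percent inhibition of calcium signal; also added: ATP as calcium-mobilizing challenge; repeats: one well per compound; control set: ATP-challenged DMSO wells low, unchallenged DMSO wells high; compound: single nominal dose of 5.6 µM per compound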
# An asterisk follows results filed as active; . = no result given.
SMILES,M1 antag,OXTR ag,TAAR1 ag,CHRM1 PAM,OXTR potentiator,V1R ag counter,M1 ag,TAAR1 antagonist,CHO parental Ca
O=c1c(-c2cccc([N+](=O)[O-])c2)[n+]([O-])c2ccccc2n1O,-5,0.5,0,4,2,0.0,-1,9,-14
COC(=O)CSc1nnc(-c2ccc(NS(=O)(=O)c3ccccc3)cc2)o1,-13,3.0,5,-1,-8,4.5,-1,1,-6
O=C(N/C(=C/c1ccco1)C(=O)N1CCCCC1)c1cccs1,1,-0.5,0,0,-7,-0.4,-2,4,-7
Cc1ccsc1C(=O)OCC(=O)c1ccc[nH]1,5,0.2,-3,-4,-5,0.7,-4,1,-9
CSc1ccccc1NC(=O)CN(C)CC(=O)Nc1cc(C)ccc1C,-3,-2.0,3,3,-4,0.8,-3,-1,-16
Cc1[nH]c(=O)[nH]c(=O)c1S(=O)(=O)N1CCN(c2cccc(Cl)c2)CC1,-2,-0.2,1,2,-8,-0.5,-2,-20,-7
Cc1cc(C)c(S(=O)(=O)c2ccccc2C(C)C)c(=O)[nH]1,9,.,0,-3,.,.,-4,-36,.
COc1ccc(S(=O)(=O)N2CCCC(C(=O)N3CCOCC3)C2)cc1C (configuration not stated),1,0.0,-1,3,-1,0.4,-4,-1,-17
COc1ccc(NC(=O)CN(C)C(=O)c2sc3ccccc3c2Cl)cc1,-12,-1.5,0,16,-13,-1.1,0,-3,-19
O=C(Nc1cccc(-c2nc3ncccc3o2)c1)c1cc2ccccc2o1,2,-2.1,16,-15,-10,-0.6,-3,61*,-35
COc1cc(/C=C/c2ccccc2)cc(OC)c1,-10,.,-1,10,.,.,-3,-13,.
Cc1cc(N)nc(SCC(=O)N2C(C)CCCC2C)n1 (configuration not stated),13,2.1,-2,-2,-4,1.0,-2,4,-9
COc1ccccc1-c1coc2c(CN3CCCCC3C)c(O)ccc2c1=O (configuration not stated),-9,0.9,3,4,2,0.9,-6,-23,-18
CCCN1CCc2c(sc(NC(=O)Cc3ccc(F)cc3)c2C(N)=O)C1,-4,0.2,3,1,-7,0.7,-3,-21,-2
Cc1cc(C)nc(SCc2ccc(C(=O)N/N=C/c3cccc(O)c3O)cc2)n1,0,-2.2,4,0,-3,-0.5,15,17,-10
COc1ccccc1Nc1nc(NCCC(C)C)nc(N)c1[N+](=O)[O-],-11,-2.6,-1,13,0,-0.5,-1,-52,-33
COc1ccccc1Sc1ccccc1/C=N/NC(N)=O,4,-1.3,12,0,-7,-0.4,-3,1,-16
COCC1CCN(C(=O)c2cc(COc3cccc4cnccc34)on2)CC1,11,8.6,10,-6,-9,9.4,2,10,6
O=C(COC(=O)CC1CCCC1)Nc1cccc(F)c1,-9,-0.8,9,6,0,-0.1,-3,10,-17
CC(C)(C)[C@H]1COC(=O)[C@H](NC(=O)OCC2c3ccccc3-c3ccccc32)C/C=C\C[C@@H](CC(=O)N[C@@H](CO)Cc2ccccc2)C(=O)N1,9,-0.8,9,-10,-6,0.2,-9,0,-18
CCOc1ccc(N2CC(C(=O)Nc3nnc(SCCOC)s3)CC2=O)cc1 (configuration not stated),-4,0.2,-4,5,1,0.6,-5,-12,-9
CC(=O)c1cn(CC(=O)Nc2ccccc2)c2ccccc12,7,10.0,7,-6,-10,7.7,-1,14,-12
CC(=O)NCCNC(=O)c1ccc(Cn2c(=O)[nH]c3ccsc3c2=O)cc1,-13,.,4,8,.,.,2,-1,.
CCc1nc2ccccc2n1CCC(=O)O,-4,1.0,7,7,4,1.5,-4,-6,-8
COc1ccccc1OCC(=O)NCC(c1cccs1)N1CCOCC1 (configuration not stated),-3,-0.2,1,0,1,0.8,-2,-6,-11
CN1C(=O)/C(=C\c2ccco2)N=C1c1ccc(Cl)cc1Cl,-13,-1.2,-2,5,1,-0.1,-7,-11,-2
Cc1ccc(S(=O)(=O)/N=c2\scc(C)n2C)cc1,1,0.2,3,16,0,0.8,6,-5,5
COC(=O)/C(=C\C(=O)c1ccc([N+](=O)[O-])cc1)Nc1ccc(OC)cc1,-6,-0.1,1,8,-5,0.9,-1,-16,-21
CC(C)N(C(=S)Nc1cccnc1)c1ccccc1,-9,0.9,-1,8,7,0.6,-2,-23,-4
Cc1ccc(CC2CC(=O)N(c3nc4ccccc4n3C)C2=O)cc1 (configuration not stated),5,0.4,5,-4,-4,0.0,-3,-14,-12

# A draw from above in order of formula weight, low to high.
SMILES,M1 antag,OXTR ag,TAAR1 ag,CHRM1 PAM,OXTR potentiator,V1R ag counter,M1 ag,TAAR1 antagonist,CHO parental Ca
COc1cc(/C=C/c2ccccc2)cc(OC)c1,-10,.,-1,10,.,.,-3,-13,.
CC(C)N(C(=S)Nc1cccnc1)c1ccccc1,-9,0.9,-1,8,7,0.6,-2,-23,-4
Cc1ccc(S(=O)(=O)/N=c2\scc(C)n2C)cc1,1,0.2,3,16,0,0.8,6,-5,5
Cc1cc(N)nc(SCC(=O)N2C(C)CCCC2C)n1 (configuration not stated),13,2.1,-2,-2,-4,1.0,-2,4,-9
COc1ccccc1Sc1ccccc1/C=N/NC(N)=O,4,-1.3,12,0,-7,-0.4,-3,1,-16
Cc1cc(C)c(S(=O)(=O)c2ccccc2C(C)C)c(=O)[nH]1,9,.,0,-3,.,.,-4,-36,.
CN1C(=O)/C(=C\c2ccco2)N=C1c1ccc(Cl)cc1Cl,-13,-1.2,-2,5,1,-0.1,-7,-11,-2
O=C(N/C(=C/c1ccco1)C(=O)N1CCCCC1)c1cccs1,1,-0.5,0,0,-7,-0.4,-2,4,-7
COCC1CCN(C(=O)c2cc(COc3cccc4cnccc34)on2)CC1,11,8.6,10,-6,-9,9.4,2,10,6
CC(C)(C)[C@H]1COC(=O)[C@H](NC(=O)OCC2c3ccccc3-c3ccccc32)C/C=C\C[C@@H](CC(=O)N[C@@H](CO)Cc2ccccc2)C(=O)N1,9,-0.8,9,-10,-6,0.2,-9,0,-18

# More results follow.
SMILES,M1 antag,OXTR ag,TAAR1 ag,CHRM1 PAM,OXTR potentiator,V1R ag counter,M1 ag,TAAR1 antagonist,CHO parental Ca
CCc1cccc(OCC(=O)Nc2ccc(S(=O)(=O)Nc3onc(C)c3C)cc2)c1,-12,0.6,-1,15,10,-0.1,-5,19,-16
Cc1nnc(SCC2=C(C(=O)O)N3C(=O)C(NC(=O)Cn4ncc(Cl)c4C)C3SC2)s1 (configuration not stated),-10,-0.5,3,9,-15,0.6,-3,-20,-14
COc1cccc(NC(=O)c2nn(C)cc2Br)c1,28,-1.0,7,-7,-18,-1.5,1,-14,-13
CC(C)CC(=O)Nc1nnc(SCC(=O)Nc2nccs2)s1,-5,-0.2,1,7,-4,0.9,-2,-1,-2
CCNC(=O)CN(c1ccc(Br)c(C)c1)S(C)(=O)=O,7,0.9,4,-11,-8,0.7,-7,7,12
Oc1ccc(Br)cc1-c1cc(-c2ccco2)[nH]n1,5,0.3,2,-3,-12,0.6,-5,17,-9
O=[N+]([O-])c1ccc(N/N=C/c2ccc(OCc3cccc4ccccc34)cc2)nc1,0,-1.1,0,0,-5,0.4,-5,19,11
Cc1ccc2oc(C(=O)N3CCN(CCO)CC3)c(C)c2c1,-17,0.0,9,10,-2,0.5,-4,-2,-5
CCC(C)(C)NC(=O)C(c1cccc(OC)c1OC)N(CC(C)C)C(=O)CCC(=O)Nc1cc(C)on1 (configuration not stated),-1,-2.8,3,11,-3,-0.8,-9,0,-26
NS(=O)(=O)c1cc(C(=O)OCC(=O)NC2CC2)ccc1Cl,-7,-0.1,1,1,-3,-0.1,0,2,-1
Cc1ccc(C(O)c2ncc(-c3cccc4ccccc34)[nH]2)cc1F (configuration not stated),-15,.,2,6,.,.,0,-3,.
Cc1ccccc1-c1ccc(=O)n(CC(=O)Nc2ccc(N3CCOCC3)cc2)n1,0,0.4,11,-2,-9,1.4,-2,21,-6
O=C(Nc1nc(-c2ccccc2)cs1)Nc1ccc(F)cc1F,-6,-1.4,2,4,-10,-1.1,-1,-8,-8
Cc1cccc(-n2ncc3c2CCCC3NC(=O)CN2CCCC2=O)c1C (configuration not stated),-14,1.0,1,11,-3,1.0,-1,-8,-5
COc1ccccc1NS(=O)(=O)c1cc(C(=O)NCC(C)(C)N2CCOCC2)ccc1C,8,0.2,1,-3,-3,0.8,-6,-7,-15
O=C(NNc1ccccc1F)c1ccccc1,-8,-1.0,6,8,-7,-1.3,-2,-10,7
CCOc1ccc(NC(=O)C/C(C)=N/NC(=O)Cc2cccs2)cc1,-15,-0.4,3,11,-6,0.2,-3,2,-15
COc1cccc(NC(=O)c2ccc3c(c2)N(C)CCS3)c1,-17,-2.4,-2,7,-1,-1.9,-8,24,-13
COC(=O)c1cc(OC)c(OC)cc1NC(=O)c1ccco1,-14,-2.4,-3,6,-3,-1.8,-4,-1,-28
O=C(Nc1cc([N+](=O)[O-])ccc1F)c1ccc2ccccc2c1,-20,-0.9,4,20,-4,-0.4,0,-11,-11
CCN1CCN(CC(=O)N2N=C(c3cccs3)CC2c2ccc(OC)c(OC)c2)C(=O)C1=O (configuration not stated),-2,1.5,1,6,-5,1.4,-8,-20,-9
O=C1c2c(O)cc(O)cc2O[C@H](c2ccc(O)cc2)[C@H]1O,-4,1.0,1,2,2,0.8,0,-8,-5
Cc1ccc(-c2cnc(N)n2C)cc1C,-7,0.0,3,4,-4,-0.8,-7,-1,-4
O=S1(=O)[C@H]2C[C@@H]3C=C[C@@]2(CN1Cc1ccc(F)cc1)O3,-3,0.1,1,14,-5,-0.3,1,4,-3
NC(=O)NCc1ccccc1F,18,0.6,13,-14,-10,1.1,-5,-3,3
Cc1ccc(CNC(=O)CCc2nc(-c3cccs3)no2)cc1,-5,-1.6,0,-3,-2,-0.6,-3,-15,-9

# Screening data as filed in PubChem.
